E-selectin induc: E-selectin induction in HUVECs, primary screen, imaging, HUVEC, immunofluorescence imaging, single point; P16581; normalized: neutral wells 0, TNF-alpha wells 100; activation, % at 7.58 µM; 260,000 tested, 0.37% active; AID 686992, 2013;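 active means mean E-selectin-positive cell signal at least 10% of the positive control, reached in at least 60% of replicates, without over 20% cell loss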;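 further: in these data hits start at about 27%; measured in HUVEC primary endothelial cells; signal is the percent of cells scored E-selectin positive by PE staining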
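System: HUVEC, human umbilical vein endothelial cells; quantity: 3,000 cells/well; buffer or medium: EGM-2 medium, gelatin-coated wells; dosing: single-point compound dose; detection: immunofluorescence imaging; evaluation: % PE-positive cells; benchmarks: TNF-alpha, DMSO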
RAD52 inh: RAD52 DNA annealing inhibitors, primary screen, biochemical, FRET, single point, set 2 | DNA repair protein RAD52 homolog (Homo sapiens), P43351 | recombinant RAD52 DNA annealing, FRET fluorescence | inhibition, % at 18.7 µM | 360,000 tested, 0.46% active | AID 651710, 2012;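 active means every replicate showing at least 50% inhibition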
Target sequence (P43351 whole entry, looked up): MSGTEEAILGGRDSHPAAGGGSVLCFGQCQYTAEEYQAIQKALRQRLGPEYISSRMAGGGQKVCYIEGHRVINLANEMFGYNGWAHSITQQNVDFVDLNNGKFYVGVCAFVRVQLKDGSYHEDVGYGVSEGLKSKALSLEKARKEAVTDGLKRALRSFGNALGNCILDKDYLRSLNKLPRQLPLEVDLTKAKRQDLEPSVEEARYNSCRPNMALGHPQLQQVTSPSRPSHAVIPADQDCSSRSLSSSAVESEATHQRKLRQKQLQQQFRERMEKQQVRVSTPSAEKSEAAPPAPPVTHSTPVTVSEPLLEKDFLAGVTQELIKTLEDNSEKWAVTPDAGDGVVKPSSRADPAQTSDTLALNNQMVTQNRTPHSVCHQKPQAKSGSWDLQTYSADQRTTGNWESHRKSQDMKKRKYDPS
ERp5 inh: inhibitors of ERp5-driven insulin aggregation, primary screen, biochemical, turbidity, absorbance 650 nm, single point | 350,000 tested, 0.05% active | Protein disulfide-isomerase A6 (Homo sapiens), Q15084 | 90 min | inhibition, % at 9.99 µM;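 active means mean replicate inhibition above about 25%, with every replicate also reaching it, limit read from the data, passing the limit was not always enough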
Casp6 inh: human caspase-6 inhibitors, primary screen, biochemical, VEID-R110 fluorescence, single point, set 2; P55212; purified caspase-6, Z-VEID-R110 cleavage fluorescence; inhibition, % at 12.5 µM; 350,000 tested, 0.53% active;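 active means mean inhibition across replicates at least about 35%, with every replicate also reaching that limit, limit read from the data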;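 further: 0% = median of neutral control wells and 100% = no fluorescence left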
Target sequence (P55212 24-179 limits assumed): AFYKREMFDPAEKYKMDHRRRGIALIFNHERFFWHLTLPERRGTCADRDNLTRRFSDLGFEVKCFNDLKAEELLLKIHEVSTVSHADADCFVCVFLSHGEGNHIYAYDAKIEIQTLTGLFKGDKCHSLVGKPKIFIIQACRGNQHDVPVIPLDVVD
Target sequence (P55212 194-293 limits assumed): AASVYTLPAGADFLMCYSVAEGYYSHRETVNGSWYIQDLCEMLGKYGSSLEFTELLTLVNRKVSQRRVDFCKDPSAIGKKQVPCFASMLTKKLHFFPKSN
PglD inh: C. jejuni PglD acetyltransferase inhibitors, primary screen, biochemical, DTNB colorimetric, single point; UDP-N-acetylbacillosamine N-acetyltransferase PglD (Campylobacter jejuni); 360,000 tested, 0.098% active; purified PglD enzyme, DTNB colorimetric CoA detection; inhibition, % at 12.5 µM; in the data active means inhibition above about 16%, passing the limit was not always enough; further: strong numbers were not always called active
ARNT-TACC3 inh: disruptors of ARNT/TACC3 protein interaction, primary screen, biochemical, AlphaScreen, single concentration; Transforming acidic coiled-coil-containing protein 3 (Homo sapiens), Q9Y6A5; AlphaScreen His-ARNT PAS-B/GST-TACC3 binding, luminescence; TACC3 fragment carries E629A point mutation; inhibition, % at 9.99 µM; 390,000 tested, 0.66% active;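 active means mean inhibition of replicates at least 50% and at least half of replicates each reaching 50%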;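 further: 0% = complete ARNT plus TACC3 wells and 100% = ARNT alone without TACC3; many hits fall short of the cut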
esBAF inh: Bmi1 luciferase reporter increase in mESCs, primary screen, esBAF inhibitor project, mouse ES cells, Bmi1 luciferase knock-in, single point. 24 h; 100% = twice the neutral-well signal. reporter increase, % at 12.5 µM. 350,000 tested, 2% active; in the data active means activation above about 40%;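 further: 0% = median of the plate's neutral control wells and 100% = double that signal; a rise in the Bmi1 reporter signal indicates esBAF inhibition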
RAD54 branch: inhibitors of human RAD54 branch migration, primary screen, biochemical, fluorescence, single point; DNA repair and recombination protein RAD54-like (Homo sapiens), Q92698; RAD54 Holliday junction branch migration, FAM/BHQ fluorescence; inhibition, % at 10.4 µM; 360,000 tested, 0.14% active;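 active means mean normalized replicate activity at least 40 and at least half of replicates scoring 40 or more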;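 further: 0% = median of neutral control wells and 100% = median of positive control wells; inhibitors cause a drop in the FAM fluorescence signal; in these data hits start at about 50%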
* hit, by the source's call; . = no result given; & = joins results of further samples.

Values run as follows: E-selectin induc, RAD52 inh, ERp5 inh, Casp6 inh, PglD inh, ARNT-TACC3 inh, esBAF inh, RAD54 branch
1: CCN(CC)S(=O)(=O)c1cccc(C(=O)Nc2ccccc2)c1
  ., ., ., ., 4, -1, 10, -13
2: Cc1sc2ncnc(N3CCN(CCOc4ccc(Cl)cc4)CC3)c2c1C
  ., 0, 4, -2, 13, -19, -5, 14
3: O=C(NCc1cccnc1)C1CCN(S(=O)(=O)c2cc([N+](=O)[O-])ccc2Cl)CC1
  ., -1, -8, -5, -4, 5, -2, 4
4: Cc1ccc(-c2ccc(=O)n(CC(=O)NCCN3CCCCC3C)n2)cc1 (stereo not given)
  ., ., ., ., -1, 3, 0, 10
5: COc1ccc(NC(=O)Nc2ccc3c(c2)CC(=O)N([C@H](C)CO)C[C@H](C)[C@@H](CN(C)S(=O)(=O)c2ccc(F)cc2)O3)cc1
  0.0, -26, 10, 0, -2, 32, -8, -3
6: COc1cc(OC)c(NC(=O)c2cncn2-c2ccc(F)cc2)cc1Cl
  ., -9, 1, 1, 7, 4, -1, -2
7: CC(C)C#Cc1cnc2c(c1)C(=O)N([C@H](C)CO)C[C@@H](C)[C@H](CN(C)C(=O)c1cccc(F)c1)O2
  -0.5, 0, 5, -3, -6, -9, 0, 1
8: Cc1cc(NC(=O)/C=C\C(=O)O)c([N+](=O)[O-])cc1C
  ., -6, 3, -4, ., -17, ., .
9: CCOc1ccc(N/C(N)=N/c2nc(C)cc(C)n2)cc1
  ., 29, 1, 0, -4, -16, -1, 2
10: O=C(CCN=C1NS(=O)(=O)c2ccccc21)N1CCc2ccccc2C1
  0.9, -11, 3, 0, ., 1, ., .
11: CCCN1CCc2c(sc(NC(=O)C3CCN(S(=O)(=O)c4cccs4)CC3)c2C(N)=O)C1
  2.6, -10, -4, 0, -3, 18, -9, -11
12: Cc1cccc(N(CC(=O)N2CCCC2)S(C)(=O)=O)c1C
  -1.3, -1, 3, -4, -1, ., -12, 6
13: CS(=O)(=O)N(Cc1ccc(Cl)cc1)c1ccc(C(=O)N2CCN(c3ccccc3)CC2)cc1
  ., ., ., ., -3, -3, 7, 4
14: Cc1ccccc1C(=O)N1CCC(C(=O)Nc2nccs2)CC1
  3.5, -6, -4, 0, 6, -30, 5, 5
15: C=CCn1c(SCC(=O)c2ccc(O)c(O)c2)nnc1-c1cccnc1
  -0.1, -24, 3, 61*, ., 3, ., .

(list continues)
Values run as follows: E-selectin induc, RAD52 inh, ERp5 inh, Casp6 inh, PglD inh, ARNT-TACC3 inh, esBAF inh, RAD54 branch
16: Cc1ccc(CN2CCN(C(=O)/C=C/[C@H]3O[C@@H](n4cc(C)c(=O)[nH]c4=O)C[C@@H]3O)CC2)cc1
  -0.1, -3, 7, 0, -6, ., 0, 8
17: CC(=O)N(C)C[C@@H]1Oc2ncc(-c3ccccc3F)cc2C(=O)N([C@H](C)CO)C[C@@H]1C
  0.7, 2, 0, 1, 6, -3, -1, -2
18: COc1ccc(C(=O)NC2CC2)cc1OC1CCN(Cc2ccccc2)CC1
  -0.2, -18, 3, -3, 0, 0, -5, 4
19: CCCOc1ccc(NC(=O)C2CC(=O)N(C)C(=Nc3cccc(OC)c3)S2)cc1 (stereo not given)
  ., -8, -4, -4, -5, -6, 0, 6
20: Cc1cc2c(cc1S(=O)(=O)NCc1ccccc1)n(C)c(=O)c(=O)n2C
  0.6, -2, 0, -3, -3, -2, -5, 2
21: CCCCCCC(C)NC(=S)Nc1cc(S(=O)(=O)N(C)C)ccc1C (stereo not given)
  ., ., ., ., -2, 0, 6, -13
22: C[C@@]12C(=O)Nc3cc(Cl)ccc3C(=O)N1[C@H]1c3ccccc3OC[C@@H]1[C@@H]2c1ccccc1
  ., ., ., ., 1, -4, -10, -8
23: C#CCNC(=O)C1=C[C@H](c2ccc(Br)cc2)C[C@H](OCCCCO)O1
  0.0, -3&-62, -2&3, 0&0, 0&3, 6&-4, -4, 5&5
24: NC(=O)C1CCN(C(=O)c2ccc(Oc3cc(Cl)cc(Cl)c3)o2)CC1
  -0.1, -18, -1, 4, 0, 19, 6, -4
25: Cc1cccc(C(=O)N=c2sccn2C)c1[N+](=O)[O-]
  -0.6, -12, 3, 1, 2, -1, 56*, -7
26: O=C(OCCCOC(=O)c1ccc(Br)o1)c1ccc(Br)o1
  1.7, -9, -2, -1, -5, 3, 2, -4
27: COc1ccccc1OCCNC(=O)Cc1ccc(Cl)c(Cl)c1
  1.9, -7, 1, 0, ., 5, ., .
28: Cc1ccc([C@H]2N[C@]3(CCCN(Cc4ccc(C(F)(F)F)cc4)C3=O)[C@H]3C(=O)N(C)C(=O)[C@@H]23)cc1
  0.6, 2, -4, 9, -6, ., 4, 6
29: CN1C(=O)/C(=C/c2ccc(O)c([N+](=O)[O-])c2)N(C)C1=S
  ., -14, 1, -2, ., 6, ., .
30: Cc1cc2c(c(=O)o1)[C@@]1(C(=O)N(C)c3cccc(Br)c31)C1=C(CCCC1=O)O2
  -0.2, 2, 10, -5, ., ., ., .

(list continues)
Values run as follows: E-selectin induc, RAD52 inh, ERp5 inh, Casp6 inh, PglD inh, ARNT-TACC3 inh, esBAF inh, RAD54 branch
31: Cc1cnc(C(=O)OCC(=O)N=c2sccn2Cc2ccccc2Cl)cn1
  -0.1, -43, 6, 5, 2, -6, -1, -7
32: O=C(CN1CCOCC1)NCC[C@H]1CC[C@@H](NC(=O)c2ccccc2F)[C@H](CO)O1
  0.2, -13, 0, 0, -3, 7, 0, -1
33: O=C(NCC(=O)N(c1cccc(F)c1)C(C(=O)NC1CCCC1)c1cccnc1)c1cccs1 (stereo not given)
  ., 2, 0, -5, ., 7, ., .
34: COc1ccc(C(C(=O)NC2CCCCC2)N(C(=O)c2ccccn2)c2cccnc2)c(OC)c1 (stereo not given)
  ., -9, 1, -2, 2, -12, -1, -4
35: NC(=O)CCCn1c(C(=O)c2cc(Cl)c(N)c(Cl)c2)c2ccc([N+](=O)[O-])cc2[n+]1[O-]
  ., 9, -5, 27, 0, 4, -35, 8
36: Cc1noc(C)c1NC(=O)N(C)C[C@H]1Oc2c(NS(=O)(=O)c3ccc(Cl)cc3)cccc2C(=O)N([C@@H](C)CO)C[C@H]1C
  0.1, 0, 4, -3, 1, -1, -2, 7
37: CN1CCN(C(=O)c2cc3c(c(-c4cccc(-c5cc6ccccc6o5)c4)n2)[C@@H](CCO)N(S(=O)C(C)(C)C)C3)CC1 (stereo not given in full)
  0.2, 7, -1, -1, 3, ., 6, -4
38: COCC(=O)Nc1ccc2c(c1)C(=O)N(C)C[C@H](OC)[C@H](C)CN(C(=O)c1ccccc1F)[C@H](C)CO2
  0.2, -29, -1, 0, 2, -13, -4, -5
39: CCOc1ccc(C(C)NC(=O)c2cc(=O)[nH]c3ccccc23)cc1OCC (stereo not given)
  -0.2, -4, 3, 1, -3, -5, -2, -7
40: C[C@H](CO)N1C[C@H](C)[C@@H](CN(C)S(=O)(=O)c2ccc(Cl)cc2)Oc2ccc(NS(=O)(=O)c3cccs3)cc2CC1=O
  -0.2, 11, -4, 0, 3, 6, 7, 3
41: CC(C)c1nc2sc3c(c2c(=O)[nH]1)CC(C)(C)OC3
  ., -10, 2, -3, 0, -15, 11, -14
42: CCOC(=O)c1cccc(NC(=O)CN(C)S(=O)(=O)c2cnc[nH]2)c1
  ., ., ., ., 5, -6, -1, 0
43: CCC(=O)N[C@@H]1CC[C@H](CCNS(=O)(=O)c2ccc(Cl)cc2)O[C@@H]1CO
  -0.1, -3, 2, -2, 3, 1, 5, 4
44: Nn1c(SCc2ccc(Br)cc2)nnc1-c1ccccn1
  ., -13, 5, 1, ., 44, ., .
45: O=C(C1CCCC1)N1CC(=O)N2[C@H](CO)[C@@H](c3ccc(C#CCc4ccccc4)cc3)[C@H]2C1
  0.5, -3, 0, 0, ., ., ., .

More compounds follow:
Values run as follows: E-selectin induc, RAD52 inh, ERp5 inh, Casp6 inh, PglD inh, ARNT-TACC3 inh, esBAF inh, RAD54 branch
46: CN(C)C(=O)COc1ccc2c(-c3ccccc3)cc(=O)oc2c1
  ., -10, 1, 0, -2, -2, 3, -1
47: COc1ccc(-c2c(NC(=O)c3ccco3)n(-c3ccc(C)cc3)nc(C)c2=O)cc1
  -0.1, -5, -2, -2, -3, ., -6, -9
48: COCCNc1nc(Nc2ccc(Cl)cc2F)c2sccc2n1
  -0.1, -3, 3, 0, 3, ., -14, 0
49: Cc1cc2nc(CSc3ccc(Cl)cc3)cc(=O)n2[nH]1
  ., -25, -1, 1, ., 4, ., .
50: C/C(=N\NC(=O)c1cc(-c2ccc(O)cc2)nc2ccccc12)c1cccnc1
  0.8, -7, -2, 3, 4, 7, 0, -2
51: Cc1cc(OCCOCCNCc2ccccc2)ccc1C(C)C
  ., 11, -1, -1, 0, -9, -3, 12
52: Cc1cccc(C)c1NC(=O)COC(=O)c1cc(-c2cccnc2)nc2ccccc12
  0.8, -53, 2, 1, -1, -5, ., 2

Arranged by molar mass (low to high): some entries from above
Values run as follows: E-selectin induc, RAD52 inh, ERp5 inh, Casp6 inh, PglD inh, ARNT-TACC3 inh, esBAF inh, RAD54 branch
41: CC(C)c1nc2sc3c(c2c(=O)[nH]1)CC(C)(C)OC3
  ., -10, 2, -3, 0, -15, 11, -14
49: Cc1cc2nc(CSc3ccc(Cl)cc3)cc(=O)n2[nH]1
  ., -25, -1, 1, ., 4, ., .
46: CN(C)C(=O)COc1ccc2c(-c3ccccc3)cc(=O)oc2c1
  ., -10, 1, 0, -2, -2, 3, -1
51: Cc1cc(OCCOCCNCc2ccccc2)ccc1C(C)C
  ., 11, -1, -1, 0, -9, -3, 12
48: COCCNc1nc(Nc2ccc(Cl)cc2F)c2sccc2n1
  -0.1, -3, 3, 0, 3, ., -14, 0
44: Nn1c(SCc2ccc(Br)cc2)nnc1-c1ccccn1
  ., -13, 5, 1, ., 44, ., .
42: CCOC(=O)c1cccc(NC(=O)CN(C)S(=O)(=O)c2cnc[nH]2)c1
  ., ., ., ., 5, -6, -1, 0
50: C/C(=N\NC(=O)c1cc(-c2ccc(O)cc2)nc2ccccc12)c1cccnc1
  0.8, -7, -2, 3, 4, 7, 0, -2
52: Cc1cccc(C)c1NC(=O)COC(=O)c1cc(-c2cccnc2)nc2ccccc12
  0.8, -53, 2, 1, -1, -5, ., 2
47: COc1ccc(-c2c(NC(=O)c3ccco3)n(-c3ccc(C)cc3)nc(C)c2=O)cc1
  -0.1, -5, -2, -2, -3, ., -6, -9
45: O=C(C1CCCC1)N1CC(=O)N2[C@H](CO)[C@@H](c3ccc(C#CCc4ccccc4)cc3)[C@H]2C1
  0.5, -3, 0, 0, ., ., ., .
35: NC(=O)CCCn1c(C(=O)c2cc(Cl)c(N)c(Cl)c2)c2ccc([N+](=O)[O-])cc2[n+]1[O-]
  ., 9, -5, 27, 0, 4, -35, 8
38: COCC(=O)Nc1ccc2c(c1)C(=O)N(C)C[C@H](OC)[C@H](C)CN(C(=O)c1ccccc1F)[C@H](C)CO2
  0.2, -29, -1, 0, 2, -13, -4, -5
37: CN1CCN(C(=O)c2cc3c(c(-c4cccc(-c5cc6ccccc6o5)c4)n2)[C@@H](CCO)N(S(=O)C(C)(C)C)C3)CC1 (stereo not given in full)
  0.2, 7, -1, -1, 3, ., 6, -4
36: Cc1noc(C)c1NC(=O)N(C)C[C@H]1Oc2c(NS(=O)(=O)c3ccc(Cl)cc3)cccc2C(=O)N([C@@H](C)CO)C[C@H]1C
  0.1, 0, 4, -3, 1, -1, -2, 7
